Screening results as filed in PubChem.
KB-V1 cytotox – kills drug-selected multidrug resistant KB-V1 cells. KB-V1 MDR cells viability, CellTiter-Glo, 72 h. Potency, µM (doses to about 46.1 µM), for the others: top-dose activity change, negative = cytotoxicity, actives largely listed as cytotoxic. actives 3.4% (n = 400,000). AID 1347076; note: potency is the fitted concentration of half-maximal effect; % is set by controls: 0 for no effect and ±100 for the full control effect; nearly all actives have a fitted effect of over 60% in size
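Drug-selected KB-V1 cells, grown in DMEM lacking phenol red with 10% FBS, receive compound titrations; after three days at 37 degrees C, surviving cell ATP is quantified by CellTiter-Glo luminescence and responses normalized and curve-fitted.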
GLP1R cytotox – cytotoxicity in counter-screen for GLP-1R inverse agonists; HEK293 cAMP-luciferase reporter cells, luminescence, 24 h; Potency, µM (doses to about 38.3 µM), without a hit: at the top dose activity change, negative = inhibition, hits mostly inhibitors; actives 0.13% (n = 410,000);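 note: loss of luciferase light is scored as toxicity; potency is the fitted concentration of half-maximal effect; % is set by controls: 0 for no effect and ±100 for the full control effect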
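Here, cytotoxicity is scored as loss of luminescence. The MLSMR collection was tested on cells seeded in medium containing 10% Nu serum, with a 24 hr compound exposure preceded by 12 hours of culture.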
GLP1R inv ag – acts as inverse agonist at human GLP-1 receptor; P43220; HEK293 GLP-1R CRE-luciferase, luminescence, 24 h; GLP-1R form is constitutively active; Potency, µM (top dose mostly 38.3 µM), inactives show at the highest dose activity change, negative = inhibition, hits mostly inhibitors; actives 1.6% (n = 410,000); note: potency is the fitted concentration of half-maximal effect; % is set by controls: 0 for no effect and ±100 for the full control effect; nearly all actives have a fitted effect of over 55% in size
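Readout was luciferase luminescence, measured 12 min after detection reagent at room temperature. Beforehand, GLP-1R reporter HEK293 cells had sat 12 h, then received compounds for 24 hr at 37 deg C.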
aSyn rescue – alpha-synuclein toxicity inhibition in yeast | Yeast expressing alpha-synuclein, growth rescue, BacTiter-Glo, 24 h | Potency, µM (highest dose often 46.1 µM), for inactives: at the highest dose growth rescue (activation), actives largely listed as activators | actives 0.14% (n = 370,000); note: potency is the fitted concentration of half-maximal effect; % of control where 0% means no effect; nearly all actives have a fitted effect of over 65% in size
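Rescue of yeast growth: cells expressing toxic alpha-synuclein, induced in galactose at OD600 0.02, incubated with compound 24 h at 30 C. ATP luminescence quantified growth; inhibitors of toxicity appear as activators.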
TDP43 rescue – TDP-43 toxicity inhibition in yeast; TDP-43 expressing yeast growth rescue, BacTiter-Glo, 24 h; Potency, µM (titrated, usually from 46.1 µM), inactives show at the top dose growth rescue (activation), hits mostly activators; actives 1.8% (n = 410,000); note: potency is the fitted concentration of half-maximal effect; % of control where 0% means no effect; nearly all actives have a fitted effect of over 50% in size
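Yeast cells expressing TDP-43 under galactose induction are exposed to compounds for 24 hr at 30 deg C. BacTiter-Glo luminescence measures growth, so protective compounds score as activators.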
D3 ag – agonists of human D3 dopamine receptor | P35462 | D3R DiscoveRx beta-arrestin cells, luminescence, 90 min | max activation, % | actives 0.58% (n = 410,000); in the data active = max activation above about 30%; note: 0% is about no effect; mostly tested at two doses, the higher about 12 µM
Target sequence (P35462 whole entry, looked up): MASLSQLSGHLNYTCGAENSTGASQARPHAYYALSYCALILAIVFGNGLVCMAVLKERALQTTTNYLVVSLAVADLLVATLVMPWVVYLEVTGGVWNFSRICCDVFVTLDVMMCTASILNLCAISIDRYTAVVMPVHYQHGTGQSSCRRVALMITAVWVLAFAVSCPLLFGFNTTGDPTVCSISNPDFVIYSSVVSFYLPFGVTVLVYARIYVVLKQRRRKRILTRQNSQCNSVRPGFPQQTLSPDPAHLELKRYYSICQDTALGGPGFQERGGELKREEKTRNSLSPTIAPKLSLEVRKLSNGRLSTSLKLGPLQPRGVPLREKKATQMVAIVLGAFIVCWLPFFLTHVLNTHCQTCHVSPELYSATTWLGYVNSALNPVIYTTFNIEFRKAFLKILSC
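Cells at 1500/well, incubated overnight, then treated with pinned compounds (dopamine as control) for 90 min at 37 degrees C. DiscoveRx reagent added for 30 - 60 minutes at room temperature; luminescence read.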
D3 antag – blocks the human D3 dopamine receptor | P35462 | D3R cells, DiscoveRx beta-arrestin luminescence, antagonist mode; active compounds read low | max response, negative = inhibition, % | actives 2.5% (n = 360,000); in the data active = max response below about -50%; inconclusive = no clear call, values can overlap the other calls; note: % is set by controls: 0 for no effect and ±100 for the full control effect; mostly tested at two doses, the higher about 12 µM
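Cells expressing the human receptor were seeded at 1500 cells/well, incubated overnight at 37 degrees C in 5% CO2, then exposed to library compounds with dopamine controls for 90 minutes at 37 degrees C before luminescent detection.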
PTHR1 ag – PTHR1 (human) receptor agonism. Q03431. HEK293 GP2 PTHR1 cells, GloSensor cAMP luminescence, 1 h. Potency, µM (top dose mostly 115 µM), for inactives: at the top dose activation, most hits filed as activators. actives 0.075% (n = 410,000); note: potency is the fitted concentration of half-maximal effect; nearly all actives have a fitted effect of over 55% in size; some results filed as inactive show a strong effect at the top dose; inactives centre near -15; many of its hits are not listed in these tables
Target sequence (Q03431 whole entry, looked up): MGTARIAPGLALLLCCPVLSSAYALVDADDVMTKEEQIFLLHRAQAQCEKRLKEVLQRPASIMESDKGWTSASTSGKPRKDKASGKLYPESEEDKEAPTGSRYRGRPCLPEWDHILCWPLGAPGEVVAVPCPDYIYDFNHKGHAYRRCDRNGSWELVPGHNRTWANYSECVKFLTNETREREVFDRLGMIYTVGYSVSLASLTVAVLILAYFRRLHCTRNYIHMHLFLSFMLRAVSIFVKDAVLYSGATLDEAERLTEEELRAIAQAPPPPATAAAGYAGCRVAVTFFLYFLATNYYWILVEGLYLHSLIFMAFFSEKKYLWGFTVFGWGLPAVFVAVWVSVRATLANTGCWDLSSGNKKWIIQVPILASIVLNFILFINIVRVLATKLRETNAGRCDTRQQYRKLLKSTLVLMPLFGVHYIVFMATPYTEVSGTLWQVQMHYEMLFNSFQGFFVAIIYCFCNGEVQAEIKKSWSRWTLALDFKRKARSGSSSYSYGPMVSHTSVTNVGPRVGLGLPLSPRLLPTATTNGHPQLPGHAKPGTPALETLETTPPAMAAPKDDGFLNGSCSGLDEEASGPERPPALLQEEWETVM
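HEK-293-derived GP2 cells expressing PTHR1 and a GloSensor cAMP reporter, 3,000/well, plated overnight, given luciferin plus IBMX (each 0.5 mM as added) for 1 h at 37 °C, then compound for 1 h at 37 °C. Luminescence was read after 15 min at room temperature.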
GLP1R ag – GLP-1 receptor (human) agonism; actives 0.007% (n = 380,000); HEK293 GLP-1R CRE-luciferase, luminescence, 4-6 h; cells express a hypersensitive GLP-1R form; P43220; Potency, µM (top dose mostly 45.6 µM), without a hit: top-dose activation, usual class: activators; note: potency is the fitted concentration of half-maximal effect; % of control where 0% means no effect
* = called active by the depositor; i = inactive; ? = inconclusive; nt = no result given; & = joins results of further samples; [ ] = remark or other dose. Unless noted, calls come from the whole dose curve; as a rule, active = well fitted curve in the direction sought with a large enough effect; inconclusive = small, poorly fitted or top-dose-only effect, or another doubt; inactive = no such curve, though single readings can be large; an effect the other way counts as inactive or inconclusive. Some of the compounds tested; count on the stated rates, not on these rows.

SMILES	KB-V1 cytotox	GLP1R cytotox	GLP1R inv ag	aSyn rescue	TDP43 rescue	D3 ag	D3 antag	PTHR1 ag	GLP1R ag
CC1CCCN(C(=O)C2CCN(S(=O)(=O)c3cccc4nsnc34)CC2)C1 (stereo not drawn)	-8%	-40%	4%	3%	10%	3	0	i	-1%
Cn1c(=O)c2cc(NC(=S)NC3CC3)ccc2n1Cc1cccc(C(F)(F)F)c1	6%	6%	11%	1%	?	3	11	i	-7%
O=C(OCc1cc(=O)n2nc(-c3cccs3)sc2n1)c1cccc(F)c1	9%	-3%	12%	nt	-4%	-5	nt	-5%	nt
COC1CCCN(C(=O)c2ccc(OC3CCN(CCc4ccccc4)CC3)cc2)C1 (stereo not drawn)	-28%	-17%[7.66 µM]	-18%[7.66 µM]	-6%	-7%	-10	-55*	-10%	3%
Cc1ccccc1OC1CCN(C(=O)c2cc(COc3ccccc3)on2)CC1	-26%	-2%	?	?	7%	2	-1	-29%	-10%
CCCC/C(C)=N/NC(=O)c1cn(-c2ccccc2)nc1-c1ccccc1	4%	5%	?	0%	12%	-4	-14	13%	11%
O=C(COC(=O)Cc1ccsc1)Nc1ccccc1	?	1%	33%[activator]	0%	-17%	12	-8	i	0%
CC(NS(=O)(=O)c1ccc(Br)cc1)C(=O)NCCc1ccccc1 (stereo not drawn)	-6%	4%	6%	0%	19%	1	1	-13%	0%
CCN1C(=O)c2ccccc2S(=O)(=O)c2ccc(C(=O)NCc3cccnc3)cc21	-7%	3%	10%	-2%	15%	-4	3	-4%	-2%
Clc1ccc(CSc2nnc(Cn3cnc4ccccc43)o2)cc1	?	-13%	?	17%	?	1	-4	-19%[57.5 µM]	1%
CN(C)S(=O)(=O)c1ccc(NC(=O)c2cc3ccccc3o2)cc1	21µM*	-12%	1%	3%	2%	-7	-11	-14%[57.5 µM]	4%
Cc1c(C(=O)Nc2ccccc2C(=O)N2CCOCC2)cccc1[N+](=O)[O-]	-20%	7%	12%	1%	-18%	2	16	i	-3%
CCOC(=O)c1ccc(N2C(=O)CC(N(C)Cc3ccccc3)C2=O)cc1 (stereo not drawn)	7%	-1%	2%	12%	2.8µM*	4	5	i	-12%
OC12CCCCC1C(c1ccc3c(c1)OCO3)N(Cc1ccc(F)cc1)CC2 (stereo not drawn)	-16%	-18%	?	6%	12%	-5	7	i	-2%
CC(C)(C)OC(=O)N1O[C@H]2C[C@@H]1[C@@H]1[C@@H]2N=NN1C12CC3CC(CC(C3)C1)C2	0%	-1%	-5%	-1%	0%	-21	-2	-15%	-4%

Full records as entered above. Values in the order: KB-V1 cytotox, GLP1R cytotox, GLP1R inv ag, aSyn rescue, TDP43 rescue, D3 ag, D3 antag, PTHR1 ag, GLP1R ag
CC(NS(=O)(=O)c1ccc(Br)cc1)C(=O)NCCc1ccccc1 (stereo not drawn) as listed: -6%, 4%, 6%, 0%, 19%, 1, 1, -13%, 0%
CC1CCCN(C(=O)C2CCN(S(=O)(=O)c3cccc4nsnc34)CC2)C1 (stereo not drawn) as listed: -8%, -40%, 4%, 3%, 10%, 3, 0, i, -1%

(further entries)
SMILES	KB-V1 cytotox	GLP1R cytotox	GLP1R inv ag	aSyn rescue	TDP43 rescue	D3 ag	D3 antag	PTHR1 ag	GLP1R ag
O=[N+]([O-])c1ccc2nonc2c1Nc1cccc(F)c1	-14%	-13%	12%	3%	13%	1	-5	-2%	?
CN=C(NC1CCCCC1)c1ccc([N+](=O)[O-])cc1	13%	-12%	-1%	9%	8%	1	-1	i	-6%
O=C(NCCc1ccccc1)c1ccc(NC(=O)C2CCCCC2)cc1	0%	2%	8%	-9%	9%	-3	-8	i	8%
O=C(COC(=O)c1cc([N+](=O)[O-])ccc1N1CCOCC1)NCCc1ccccc1	?	?	13%	0%	-2%	-2	-16	-7%	0%
Cc1ccc2oc(=O)c3cnn(CC(=O)Nc4ccc(Br)cc4C)c3c2c1	5%	3%	6%	nt	20%	1	nt	-2%	nt
CCCOc1ccc(C2c3c(oc4ccc(F)cc4c3=O)C(=O)N2CCc2ccc(OC)cc2)cc1 (stereo not drawn)	12%	4%	9%	nt	10%	10	nt	14%	nt
CCN(C(=O)c1cccc(S(=O)(=O)N2CCCCC2)c1)C1CCS(=O)(=O)C1 (stereo not drawn)	3%	6%	-13%	-1%	17%	-22	-15	-11%	-3%
Cc1ccc(/C=C2\C(=O)Nc3ccccc32)o1	?	4%	-10%	23%	?	-10	19	i	1%
CC[C@@]1(C(=O)OC)N[C@H](CN(C)C(=O)c2ccc(F)cc2)[C@@H]2C(=O)N(C)C(=O)[C@@H]21	2%	1%	13%	0%	13%	18	13	i	-2%
CCCc1[nH]n(-c2ccc([N+](=O)[O-])cc2)c(=O)c1C=NCCc1c[nH]c2ccccc12	6%	-17%	?	4%	7%	7	11	-6%	-4%
COc1cccc(CNC(=O)C2CCCN(c3nc4ccccc4n4cccc34)C2)c1 (stereo not drawn)	nt	-6%	7%	nt	12%	0	nt	-12%	nt
O=C(c1ccco1)N1CCn2cccc2C1c1ccccc1 (stereo not drawn)	?	2%	-25%	-10%	-2%[9.22 µM]	1	-6	i	5%
O=C1NC(=O)/C(=C/c2ccc(O)cc2)S1	7%	?	11%	1%	-11%	8	24	-30%	0%
O=C(c1cnn(C(=O)COc2ccc(Cl)cc2)c1)c1ccccc1O	-20%	1%	2%	-2%	-12%	-7	-24	i	-15%
NS(=O)(=O)c1ccc(NC(=O)CSc2nnc(Cc3cccs3)n2-c2ccccc2)cc1	0%	-27%	-8%	-1%	-17%	-6	-24	-12%[57.5 µM]	1%
CC(NC(=O)c1cccc(OC2CCN(C(=O)C3CC3)CC2)c1)c1ccc(F)cc1 (stereo not drawn)	nt	-26%	-24%	0%	7%	1	5	-46%[inhibitor]	3%
O=C(Nc1ccc(Cl)cc1)N[C@@H]1c2c(ccc3ccccc23)OC[C@@H]1CO	?	-11%	?	5%	-4%	-7	12	i	-1%
CC(C)c1ccc(N2C(=O)/C(=C/N(C)C)SC2=S)cc1	?	3%	?	-7%	8%	3	-13	i	-2%
Cc1cccc(NS(=O)(=O)c2ccc3c(c2)CCN3C(=O)C2CC2)c1C	0%	-15%	-19%	nt	?	9	nt	-18%	3%
CC(C)Oc1ccc(CNC(=O)Nc2ccc3c(c2)N(C)C(=O)c2ccccc2S3)cc1	nt	?	?	nt	4%	-19	nt	-82%[inhibitor]	nt
N=C(N)SCCN	-6%	0%	3%	-1%&4%	21%	17	8	-23%	-3%
O=C1Nc2ccc(C(=O)O)c(O)c2C1=O	17%	-16%	11%	-4%	-15%	-28	?	-18%	6%
CCC(C)(C)NC(=O)CN(Cc1ccccc1)C(=O)CCC(=O)Nc1nccs1	3%	-5%	-1%	-1%	-6%	-2	3	-4%	11%
CCc1ccc2c(c1)NC(c1cccs1)=NC(c1ccc(F)cc1)=N2	6%	-2%	?	nt	-5%	-4	nt	-2%	nt
CCNC(=S)Nc1ccc(Cc2ccncc2)cc1	-2%	-10%	5%	0%	-2%	-10	-6	-19%	0%
Cc1cc(N2CCN(c3ccccc3)CC2)n2cnnc2n1	nt	-16%	-16%	nt	8%	-19	nt	i	nt
CCC(C)C(NC(=O)c1ccccc1NC(=O)c1ccc(OC)cc1)C(=O)NCc1ccco1 (stereo not drawn)	4%	-25%	0%	2%	-15%	12	10	-4%[57.5 µM]	-4%
COc1ccc(/C=C/C(=O)Nc2cc(=O)n(C)c(=O)n2C)cc1	15%	23%	26%	10%	9%	-11	-19	i	4%
O=C(N[C@H]1C/C=C\C[C@@H](CC(=O)N(CCO)Cc2ccccc2)C(=O)N2CCC[C@H]2COC1=O)OCC1c2ccccc2-c2ccccc21	0%	-6%	-1%	0%	12%	-11	3	i	0%
CC(C)[C@@H]1Cc2[nH][nH]c(=O)c2[C@H](c2ccc(F)cc2)O1	30%	-2%	5%	-9%	11µM*	5	7	-18%	-3%
Cc1ccccc1NC(=O)CSc1ccc(-c2cccnc2)nn1	?	6%	6%	0%	29%	6	9	i	13%
COc1cc2c(cc1OC)C(c1ccc(Br)cc1)N(C(=O)c1ccccc1C(=O)O)CC2 (stereo not drawn)	-9%	-9%	-4%	-1%	7%	-8	4	-93%[inhibitor]	-6%
COc1ccc(CN2CCC(CNS(=O)(=O)c3cccc(C(F)(F)F)c3)CC2)cc1	?	-28%	11µM*	-5%	-2%	-20	?	-66%[inhibitor]	5%
COc1ccc(CCN(C)C(=O)COc2cccc(-n3cnnn3)c2)cc1OC	11%	-1%	71%[activator]	1%	1%	-1	1	i	29%
O=C(C1CCN(S(=O)(=O)c2ccc(Cl)cc2)CC1)N1CCCCCCC1	?	-1%	?	2%	24%	0	5	-58%[inhibitor]	-2%
O=[N+]([O-])c1ccc(Cl)c(C[n+]2cccc3ccccc32)c1	-4%	4%	4%	1%	15%	10	20	i	0%
COC(=O)c1cc2ccsc2n1CC(=O)N(C)c1ccccc1	0%	-4%	?	15%	-1%	3	29	-4%[57.5 µM]	1%
O=C(COc1ccc(Br)cc1)OCC(=O)N1CCOCC1	-6%	7%	15%	-4%	-29%	-5	?	10%	-3%
CC(=O)Nc1cccc(Oc2nc(NC(C)C)nc3cc(-c4ccccc4)sc23)c1	-26%	-1%	?	1%	25µM*	-11	24	-68%[inhibitor]	-6%
O=S1(=O)CC/C(=N\Nc2ccccc2)c2ccsc21	0%	-24%	?	25%	?	-12	-9	-15%	-2%
O=C(CC12CC3CC(CC(C3)C1)C2)NC(=S)Nc1ccc(CN2CCOCC2)cc1	29%	-9%	?	3%	-8%[9.22 µM]	-4	3	-8%	2%

Among those listed so far, 2 have a CF3 group.
SMILES	KB-V1 cytotox	GLP1R cytotox	GLP1R inv ag	aSyn rescue	TDP43 rescue	D3 ag	D3 antag	PTHR1 ag	GLP1R ag
Cn1c(=O)c2cc(NC(=S)NC3CC3)ccc2n1Cc1cccc(C(F)(F)F)c1	6%	6%	11%	1%	?	3	11	i	-7%
COc1ccc(CN2CCC(CNS(=O)(=O)c3cccc(C(F)(F)F)c3)CC2)cc1	?	-28%	11µM*	-5%	-2%	-20	?	-66%[inhibitor]	5%
